# Assay outcomes as filed in PubChem.
# RGS8-Gao: RGS8-Galphao binding modulators, primary screen, biochemical, multiplexed bead flow cytometry; response (percent of control binding), % at 10 µM; actives lie on both sides; 220,000 tested, 0.34% active; in the data active = response below about 60% or above about 140%; inactive = in between;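 also: Galphao activated as the GDP aluminium fluoride complex binding bead-coupled RGS8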
# Target sequence (P09471 whole entry, looked up): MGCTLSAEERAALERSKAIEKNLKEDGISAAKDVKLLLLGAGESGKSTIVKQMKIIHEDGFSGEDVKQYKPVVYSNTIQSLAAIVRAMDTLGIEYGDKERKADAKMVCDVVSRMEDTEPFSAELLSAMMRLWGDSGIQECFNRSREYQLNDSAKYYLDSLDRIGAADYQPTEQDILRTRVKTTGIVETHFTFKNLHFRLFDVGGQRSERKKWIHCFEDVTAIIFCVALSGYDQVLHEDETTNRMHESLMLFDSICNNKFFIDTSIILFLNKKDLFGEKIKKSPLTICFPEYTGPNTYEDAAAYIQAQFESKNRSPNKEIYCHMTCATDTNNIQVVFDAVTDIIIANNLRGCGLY
# Bim-Bcl-XL: inhibitors of Bim-Bcl-XL binding, primary screen, biochemical, multiplexed, bead flow cytometry, human Bcl-XL. Bcl-2-like protein 1 (Homo sapiens), Q07817. AID 1007, 2008. 190,000 tested, 0.04% active. Bim peptide-Bcl-XL binding, fluorescence. inhibition, % at 10 µM
# Target sequence (Q07817 whole entry, looked up): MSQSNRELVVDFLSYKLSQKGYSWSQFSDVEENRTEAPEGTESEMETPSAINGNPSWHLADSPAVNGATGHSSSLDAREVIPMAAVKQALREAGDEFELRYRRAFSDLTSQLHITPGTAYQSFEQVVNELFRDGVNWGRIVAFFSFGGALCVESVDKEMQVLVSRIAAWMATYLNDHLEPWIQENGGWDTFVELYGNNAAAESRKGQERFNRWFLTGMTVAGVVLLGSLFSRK
# Bcl-W Bim block: inhibitors of Bim binding to Bcl-W, primary screen, biochemical, multiplexed, bead-based flow cytometry | inhibition, % at 10 µM | 190,000 tested, 0.02% active | Bim peptide-Bcl-W binding;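 also: 0% = bound tracer without compound and 100% = peptide blocker; higher means less fluorescent Bim peptide bound to Bcl-W beads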
# Bcl-B Bim block: inhibitors of Bim-Bcl-B binding, primary screen, biochemical, multiplexed, human Bcl-2 family. 190,000 tested, 0.073% active. Bcl-2-like protein 10 (Homo sapiens), Q9HD36. bead-based flow cytometry, Bim peptide-Bcl-B binding. inhibition, % at 10 µM;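 also: 0% = tracer peptide without compound and 100% = reference inhibitor peptide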
# Target sequence (Q9HD36 whole entry, looked up): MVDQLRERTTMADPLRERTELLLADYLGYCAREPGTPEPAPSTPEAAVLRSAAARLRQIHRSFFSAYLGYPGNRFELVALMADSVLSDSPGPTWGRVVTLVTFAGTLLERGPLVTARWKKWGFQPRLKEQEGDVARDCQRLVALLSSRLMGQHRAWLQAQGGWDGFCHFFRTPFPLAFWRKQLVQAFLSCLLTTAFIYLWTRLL
# Bfl-1 Bim block: inhibitors of Bim binding to Bfl-1, primary screen, biochemical, multiplexed, bead-based flow cytometry; 190,000 tested, 0.12% active; Bcl-2-related protein A1 (Homo sapiens), Q16548; AID 1008, 2008; Bim-Bfl-1 binding inhibition; inhibition, % at 10 µM;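 also: 0% = wells without compound plus tracer and 100% = blocker peptide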
# ABCG2 block: ABCG2 efflux pump inhibitors, primary screen, multiplex with ABCB1, IgMXP3 cells, flow cytometry. Broad substrate specificity ATP-binding cassette transporter ABCG2 (Homo sapiens), Q9UNQ0. JC-1 efflux. inhibition, % at 6.6 µM. 190,000 tested, 0.1% active. AID 1325, 2008;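 active = inhibition above 80%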;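 also: 0% = DMSO and 100% = nicardipine control wells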
#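 Incubation: cells with compound and JC-1, 10 min at 25 °C, rotating, no wash / Test system: IgMXP3 (ABCG2) plus far-red-tagged CCRF-Adr (ABCB1) cells / Compound dosing: one concentration, 6.6 µM final / Also added: JC-1 fluorescent substrate / Evaluation: efflux inhibition in percent versus controls / Detection: flow cytometry, 530 nm JC-1 signal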
# ABCB1 block: ABCB1 efflux pump inhibitors, primary screen, cell-based, multiplex, flow cytometry, ABCG2 counter-screen. ATP-dependent translocase ABCB1 (Homo sapiens), P08183. AID 1326, 2008. inhibition, % at 6.6 µM. CCRF-Adr cells, JC-1 efflux. 190,000 tested, 0.067% active; in the data active = inhibition above about 40%;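 also: 0% = vehicle and 100% = reference inhibitor; higher value means more JC-1 retained so stronger ABCB1 efflux block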
# RGS4-Gao reg: modulators of RGS4 binding to Galphao, primary screen, biochemical, multiplexed bead flow cytometry; actives lie on both sides; binding response (% of control), % at 10 µM; 220,000 tested, 0.33% active; AID 1415, 2008; in the data active = binding response below about 49% or above about 150%; inactive = in between;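 also: fluorescent Galphao activated with aluminum fluoride binding bead-coupled RGS4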
# Bim-Mcl-1: inhibitors of Bim peptide binding to Mcl-1, primary screen, biochemical, bead-based flow cytometry, multiplex; AID 1009, 2008; 190,000 tested, 0.1% active; inhibition, % at 10 µM; Bim peptide-Mcl-1 binding; Induced myeloid leukemia cell differentiation protein Mcl-1 (Homo sapiens), Q07820;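 also: 0% = no compound tracer wells and 100% = peptide blocker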
# RGS7-Gao reg: RGS7-Galphao binding modulators, primary screen, biochemical, multiplexed bead flow cytometry | Guanine nucleotide-binding protein G(o) subunit alpha (Homo sapiens), P09471 | actives lie on both sides | binding response (% of control), % at 10 µM | 220,000 tested, 0.35% active | AID 1439, 2008; in the data active = binding response below about 49% or above about 150%; inconclusive = no clear call, values can overlap the other calls; inactive = in between;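 also: fluorescent Galphao held in activated GDP-AlF4 state binding bead-coupled RGS7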
# Bcl-2 Bim block: inhibitors of Bim-Bcl-2 binding, primary screen, biochemical, multiplexed, human Bcl-2 family; inhibition, % at 10 µM; Apoptosis regulator Bcl-2 (Homo sapiens), P10415; 190,000 tested, 0.06% active; AID 950, 2007; Bead-based flow cytometry, Bim peptide-Bcl-2 binding; in the data active = inhibition above about 40%; inconclusive = no clear call, values can overlap the other calls;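 also: 0% = no compound wells with probe peptide and 100% = reference peptide inhibitor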
# Target sequence (P10415 whole entry, looked up): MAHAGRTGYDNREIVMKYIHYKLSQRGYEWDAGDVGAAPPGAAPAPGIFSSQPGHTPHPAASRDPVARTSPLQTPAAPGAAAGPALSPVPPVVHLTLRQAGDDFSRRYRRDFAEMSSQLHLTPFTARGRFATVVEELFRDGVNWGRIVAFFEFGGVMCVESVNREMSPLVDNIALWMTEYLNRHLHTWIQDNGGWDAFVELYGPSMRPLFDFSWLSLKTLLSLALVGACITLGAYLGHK
# Starred values were filed as active, the others as inactive; ? = inconclusive. Rule as the data show it, unless noted: active = inhibition above about 40%. Compounds were not picked by outcome, and some 0.94% of all compounds hit somewhere here.
Structure,RGS8-Gao,Bim-Bcl-XL,Bcl-W Bim block,Bcl-B Bim block,Bfl-1 Bim block,ABCG2 block,ABCB1 block,RGS4-Gao reg,Bim-Mcl-1,RGS7-Gao reg,Bcl-2 Bim block
COc1cc(CC(NC(C)=O)C(=O)NC2CCN(c3c(Cc4ccccc4)c(C)nc4ncnn34)CC2)cc(OC)c1 (stereo unspecified),104,-1,-3,-1,-1,-2,-2.6,104,-2,105,-1
Cc1ccccc1C(=O)Nc1sc2c(c1C(=O)O)CCC2,100,-1,-2,-6,-4,1,0.3,100,0,99,2
CC(=O)c1ccc(N2CCN(C(=O)c3ccc(Cn4c(=S)[nH]c5ccc(N6CCOCC6)cc5c4=O)cc3)CC2)cc1,106,-3,-2,-13,-10,1,-0.1,102,-2,104,-2
Cc1ccc(S(=O)(=O)N2CCCCC2)cc1NC(=O)c1ccc2ccccc2n1,88,1,0,-3,2,12,1.4,95,0,95,2
Cc1nnsc1C(=O)NNC(=O)Nc1ccccc1,100,0,0,-6,-5,10,1.5,100,0,97,-4
Cc1ccccc1NS(=O)(=O)c1ccc(OCCNS(C)(=O)=O)cc1,97,-5,-3,-8,-1,0,0.4,100,-4,96,-3
N#Cc1cccc(S(=O)(=O)NCC(=O)OCC(=O)c2ccc[nH]2)c1,102,0,0,-4,-2,1,0.1,104,-1,102,-1
CCOC(=O)C1CN(S(=O)(=O)c2ccccc2)c2cc(S(=O)(=O)CC)ccc2O1 (stereo unspecified),99,-5,4,-9,-12,0,0.7,97,-1,102,-15
CNC(=O)/C(=C/c1ccc2c(c1)OCO2)NC(=O)c1ccc(Br)cc1,101,0,0,-3,0,-3,-0.3,103,-1,98,0
O=C(NC1CCCc2ccccc21)C1CCN(S(=O)(=O)c2cnc[nH]2)CC1 (stereo unspecified),103,-2,0,-8,-9,0,-0.1,103,0,101,-6
CCCC12CN3CC(C)(CN(C1)C31C(=O)Nc3ccc(C)cc31)C2=O (stereo unspecified),102,4,1,-1,-1,31,3.2,101,4,105,0
O=C(COc1ccc2ccccc2c1Br)NCc1ccccn1,98,-2,-3,-6,1,2,0.1,105,-2,105,-3
Cc1ccccc1CSc1nnc(-c2ccccc2)c(=O)[nH]1,96,-12,-6,-18,-9,3,0.2,95,-7,95,-2
CCc1ccc(NC(=O)c2ccc(F)c(S(=O)(=O)N(CC)c3ccccc3)c2)cc1,106,-12,-9,-12,-17,-1,-0.1,104,-9,107,-10
Cn1nc(-c2ccccc2)c(CSc2cccc(Cl)c2)c1Cl,100,-4,1,-4,-13,4,0.7,100,2,101,-8
C/C=C/CSc1nc2c(c(=O)[nH]c(=O)n2C)n1C(C)C,98,2,-3,5,-1,2,-0.1,99,-13,103,-3
O=C(CSc1nnc(NC(=O)C2CCC2)s1)NC1CC1,108,-12,0,-7,-15,0,0.0,107,-1,111,-7
CCOC(=O)c1cccc(NC(=O)c2cnc3ccccc3n2)c1,103,-12,-2,-14,-20,91*,2.5,98,-7,97,-20
CCCn1nc2cc(C(=O)NCC34CC5CC(CC(C5)C3)C4)ccc2c1OCC,99,-1,1,0,-1,2,0.8,93,5,99,3
Cc1ccnc2nc(C(=O)Nc3nccs3)nn12,100,0,0,-2,-11,2,0.4,99,-3,102,-5
CCCC(=O)c1c[nH]c(C(=O)NCc2cccnc2)c1,101,-2,-4,-5,-5,4,1.5,102,-2,96,-4
O=C(NCC(c1ccc(F)cc1)N1CCOCC1)c1ccc(Br)o1 (stereo unspecified),104,-5,1,-7,-11,-1,-0.3,108,-1,106,-6
Cc1ccc2c(c1C)NC(C)CC2C (stereo unspecified),105,-4,2,-7,-11,0,0.0,104,-3,106,-9
C/C(=N\NC(=O)c1nn(C)cc1Br)c1ccc(NC(=O)c2ccncc2)cc1,102,-5,0,-1,0,6,0.5,103,0,102,1
CCCCN(C)C(=O)c1nc2ccccn2c1CN1CCN(C(=O)c2cccs2)CC1,101,-5,-1,-5,-5,6,2.4,102,-2,104,-1
CCc1nc2ccccc2c(=O)n1NC(=O)c1c(O)c2cccc3c2n(c1=O)CCC3,121,-6,-2,-1,-2,12,6.1,122,-1,125,-4
COc1cccc(Oc2nccc(N(C)C)c2C#N)c1,101,-2,0,-3,-2,11,1.9,100,-2,102,-1
COc1ccc(NC(=O)c2cc(CC(C)C)on2)cc1OC,101,-5,0,-5,-13,3,1.2,102,-2,102,-9
CCOCCCNC(=O)c1c[nH]c2ccc(C)cc2c1=O,100,-1,0,0,0,3,0.1,100,-2,102,3
O=C(Nc1ccc2c(c1)OCCO2)c1cncc(Br)c1,102,0,0,0,-1,0,0.0,101,-1,102,-2
Cc1ccc(-c2noc(CCC(=O)Nc3ccccc3C)n2)cc1,99,-3,0,-8,-8,-2,-2.2,100,-2,95,-8
COc1cc2[nH]c(=S)nc(Nc3ccc(NC(C)=O)cc3)c2cc1OC,99,50*,33,31,29,-4,-0.8,99,33,?,21
COc1ccc(S(=O)(=O)N2CCCCC2)cc1NC(=S)Nc1cccc(Cl)c1C,105,-2,-1,-4,0,-5,-0.4,104,0,106,-3
O=c1cc(-c2ccccc2)[nH]c2[nH]n(-c3ccccc3)c(=O)c12,104,-4,-4,-2,0,1,0.1,106,-3,100,-1
CCn1cc(C2=NOC(C(=O)Nc3ccccc3C(=O)OC)C2)c(C)n1 (stereo unspecified),98,0,0,0,-1,4,1.1,99,0,101,-2
C=CCn1c(SCC(=O)NCCCC)nc2scc(-c3ccco3)c2c1=O,100,-6,-2,-7,-9,48,5.8,100,-6,93,-8
Cc1cc(C)nc(SCC(=O)NN=C2CCCC2)n1,95,-4,0,-5,-5,0,0.1,93,-3,92,-4
C=CCOC(=O)C(C#N)c1nc2ccccc2nc1N1CCN(c2ccccc2OCC)CC1 (stereo unspecified),106,-2,-5,-6,2,6,2.6,109,-2,113,0
Brc1ccc(-c2noc(COc3ccc4c(c3)CCC4)n2)o1,100,-3,1,-6,-8,-5,-3.3,103,0,104,-9
CCOc1ccccc1Nc1nc2ccccc2n1C(C)C,100,-3,-3,-4,-2,21,0.9,97,-4,101,-2
CCCCn1cnc2cc(C)c(C)cc21,103,-2,1,0,-4,4,0.0,100,0,?,1
Cc1ccccc1OCC(=O)NNC(=O)c1ccc(-c2ccccc2)cc1,97,0,2,-1,-7,7,1.0,97,2,90,-3
Cc1ccccc1C(=O)N1CCC(C(=O)Nc2ccc(S(=O)(=O)N3CCCC3)cc2)CC1,93,0,0,-8,-13,4,1.1,94,-4,96,-11
N#Cc1cc(C(=O)c2cc(Cl)ccc2O)cn(CC2CCCO2)c1=O (stereo unspecified),100,-1,-1,-1,-1,6,1.2,99,0,100,0
O=C(Nc1cccc(Cl)c1)Nc1nnc(CSCCOc2ccc(Cl)cc2)s1,103,-4,-3,-8,0,-10,-3.1,94,-3,93,-4
COc1cc(C(=O)NC(=S)Nc2ccc([N+](=O)[O-])cc2)cc(OC)c1OC,100,-5,-5,-1,-14,2,0.1,100,-6,99,-11
COc1ccc(-c2nc(NC(=O)Cn3c(=O)oc4ccccc43)sc2C)cc1,103,-9,-5,-11,-13,10,3.7,102,-5,101,-8
O=c1[nH]n2c(C(F)(F)F)cc(C3CC3)nc2c1N=Nc1ccccc1,105,-2,1,0,-3,11,0.8,107,-2,100,-1
COc1ncccc1-c1nnn(-c2ccc(F)cc2)n1,100,-1,-1,-4,-2,1,0.0,100,0,101,0
COc1ccc(NC(=O)COc2ccc(C(=O)NC3CCCc4ccccc43)cc2OC)cc1 (stereo unspecified),96,-5,-3,-8,-13,5,0.5,93,-2,93,-10

# (more compounds)
Structure,RGS8-Gao,Bim-Bcl-XL,Bcl-W Bim block,Bcl-B Bim block,Bfl-1 Bim block,ABCG2 block,ABCB1 block,RGS4-Gao reg,Bim-Mcl-1,RGS7-Gao reg,Bcl-2 Bim block
CN(Cc1ccccc1)Cc1c[nH]c2ccccc12,100,-4,-2,-5,-1,0,-0.1,100,-2,101,-2
COc1ccc(C)cc1NC(=O)C(Sc1nnc(Nc2cc(C)ccc2OC)s1)c1ccccc1 (stereo unspecified),3.4*,-11,-6,-31,2,-4,-0.2,11*,-14,7.2*,-7
Nc1ccc(N2CCN(c3ccc(F)cc3)CC2)cc1,97,0,4,-2,9,7,0.5,100,1,99,5
Cc1ccc(N2C(=O)/C(=C/c3ccco3)SC2=S)cc1,101,-7,-7,-14,-4,-4,-0.8,100,-1,99,0
Cc1cc(C(=O)N/N=C/c2cccnc2)c(C)o1,100,-12,-1,-11,-12,7,0.3,99,0,97,-8
COc1ccc(N(C(=O)Cn2nnc(-c3ccc(Cl)cc3)n2)C(C(=O)NCC2CCCO2)c2ccncc2)cc1 (stereo unspecified),99,0,0,0,1,6,0.0,97,-2,95,1
COc1ccc(/C(O)=C2/C(=O)C(=O)N(CC3CCCO3)C2c2ccc(O)c(OC)c2)cc1 (stereo unspecified),99,-13,-10,-4,-2,0,0.6,98,-19,97,-1
Clc1cccc(-c2nc(NCC3CCCO3)c3ccccc3n2)c1 (stereo unspecified),100,-1,-3,-2,-5,7,0.9,96,1,99,-4
O=C(NC1CCCCCC1)c1ccc2nc3cc(Cl)ccc3c(=O)n2c1,103,-3,-3,-3,0,1,0.0,107,-3,101,-1
N#C/C(=C\c1ccc(OC(=O)c2ccc(Cl)s2)cc1)c1nc2ccccc2[nH]1,102,7,21,17,20,-8,-1.5,94,6,108,24
O=C(Nc1ccccc1)c1ccc2nc(-c3ccco3)c(-c3ccco3)nc2c1,84,8,27,5,45*,0,0.1,93,13,80,15
COc1cc(N=c2ssnc2Cl)c(OC)cc1Cl,94,10,8,-13,31,-1,-0.5,111,4,109,3
COc1ccc(C(=O)N=c2sc3ccccc3n2C)cc1,106,-3,-2,-4,-6,9,-0.2,104,-2,101,-3
CCC(Sc1nc(=O)cc(N)n1-c1ccccc1)C(=O)Nc1cc(C)on1 (stereo unspecified),100,0,1,0,0,2,0.6,103,0,101,0
